CXCR6 block – CXCR6 receptor inhibitors, primary screen, cell-based, beta-arrestin, luminescence, CHO-K1 PathHunter, 1536-well; inhibition, % at 20 µM; actives 0.36% (n = 360,000); in the data active = inhibition above about 34%, passing the limit was not always enough;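 note: antagonist mode with CXCL16 agonist at 10 nM final; 0% = 10 nM CXCL16 with DMSO and 100% = unstimulated wells without agonist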
Target sequence (O00574 whole entry, looked up): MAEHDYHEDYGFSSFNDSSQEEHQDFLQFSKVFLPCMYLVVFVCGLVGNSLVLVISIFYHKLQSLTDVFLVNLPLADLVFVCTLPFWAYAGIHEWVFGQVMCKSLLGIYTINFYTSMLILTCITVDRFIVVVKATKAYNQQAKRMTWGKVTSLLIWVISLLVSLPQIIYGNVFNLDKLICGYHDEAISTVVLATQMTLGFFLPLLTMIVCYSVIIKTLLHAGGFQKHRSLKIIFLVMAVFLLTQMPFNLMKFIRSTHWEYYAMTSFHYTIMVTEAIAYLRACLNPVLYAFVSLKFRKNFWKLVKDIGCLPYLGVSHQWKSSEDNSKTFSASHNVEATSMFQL
CCR6 antagonist – CCR6 receptor antagonists, primary screen, cell-based, CHO-K1, luminescence, beta-arrestin, uHTS | actives 0.49% (n = 340,000) | C-C chemokine receptor type 6 (Homo sapiens), P51684 | CHO-K1 CCR6 PathHunter beta-arrestin, CCL20-stimulated | AID 493098, 2011 | inhibition, % at 20 µM;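 active = compounds whose inhibition of the agonist-driven luminescence signal at 20 µM reaches about 50%, limit read from the data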;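 note: cells stimulated with CCL20 at 14 nM final; plate controls were DMSO with CCL20 for no effect and DMSO without agonist for full effect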
Target sequence (P51684 whole entry, looked up): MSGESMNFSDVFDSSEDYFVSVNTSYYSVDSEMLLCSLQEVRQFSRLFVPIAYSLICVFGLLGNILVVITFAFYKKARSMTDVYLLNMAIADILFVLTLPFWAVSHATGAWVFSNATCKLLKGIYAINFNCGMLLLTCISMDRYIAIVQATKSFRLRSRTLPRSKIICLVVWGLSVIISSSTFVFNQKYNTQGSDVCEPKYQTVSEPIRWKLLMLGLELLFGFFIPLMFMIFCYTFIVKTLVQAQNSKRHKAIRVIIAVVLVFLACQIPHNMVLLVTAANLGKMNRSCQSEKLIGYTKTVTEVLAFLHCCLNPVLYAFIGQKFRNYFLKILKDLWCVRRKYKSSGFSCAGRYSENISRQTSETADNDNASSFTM
Gli-Sufu block – Gli-Sufu pathway antagonists, primary screen, luciferase luminescence, Sufu-KO-LIGHT cells, uHTS; Sufu-KO-LIGHT fibroblasts, Gli luciferase reporter luminescence; inhibition, % at 5 µM; actives 0.74% (n = 340,000); AID 588413, 2011;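 active = inhibition above about 55%, limit read from the data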;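 note: 0% = DMSO-treated cells and 100% = wells with medium but no cells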
XBP1 UPR activ – activators of adaptive XBP1 UPR arm, primary screen, cell-based, CHO-XBP1 luciferase reporter, luminescence, uHTS; IRE1-XBP1 UPR activation; percent of tunicamycin response, DMSO as zero; actives 0.33% (n = 330,000); AID 463104, 2010; activation, % at 20 µM;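 active = versus positive control, 20 µM dose yields 30% or more activation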;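 note: 100% = tunicamycin at 10 µg/mL and 0% = DMSO only wells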
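Signal: luciferase luminescence; Assay system: CHO-XBP1 luciferase reporter cells; Amount: one thousand reporter cells per well; Dosing: 20 µM single concentration, DMSO 1%; Benchmarks: high control tunicamycin 10 µg/mL final, low control DMSO vehicle only; Schedule: 6 h compound exposure at 37 °C, 5% CO2; Evaluation: percent activation relative to tunicamycin reference.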
Mdm2-MdmX inh – inhibitors of human Mdm2-MdmX association, primary screen, cell-based, luminescence, split luciferase, SaOS-2, uHTS; actives 3% (n = 330,000); inhibition, % at 8 µM; Protein Mdm4 (Homo sapiens) + E3 ubiquitin-protein ligase Mdm2 (Homo sapiens), …; SaOS-2 split-luciferase Mdm2/MdmX complementation;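 active = inhibition of at least 50% at 8 µM in the primary screen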
EBI2 antag – EBI2 receptor antagonists, beta-arrestin recruitment, primary screen, cell-based, luminescence, 7a,25-OHC stimulation, uHTS; G-protein coupled receptor 183 (Homo sapiens), P32249; 7a,25-OHC stimulated; inhibition, % at 5 µM; actives 0.81% (n = 360,000); in the data active = inhibition above about 38%;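 note: enzyme fragment complementation signal reports receptor beta-arrestin coupling in cells; 0% = agonist plus DMSO wells and 100% = wells without agonist; some results beyond the cut were filed as inactive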
Jurkat NFkB inh – inhibitors of induced NF-kB luciferase reporter, primary screen, TCR NF-kB activation inhibitor project, cell-based, luminescence, uHTS; inhibition, % at 4 µM; actives 0.53% (n = 330,000); Jurkat, PMA/ionomycin-induced NF-kB luciferase reporter; in the data active = inhibition above about 50%
UPR CHOP act – activators of apoptotic CHOP UPR arm, primary screen, cell-based, CHO-CHOP luciferase reporter, luminescence, uHTS; UPR activation; percent of tunicamycin response over DMSO baseline; activation, % at 10 µM; actives 0.34% (n = 330,000); AID 449763, 2010;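 active = at 10 µM dose, activation of 40% or more, normalized to positive control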;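 note: 100% = tunicamycin at 10 µg/mL and 0% = DMSO alone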
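Test system: CHO-CHOP cells, stable luciferase reporter of PERK-eIF2a-CHOP signalling | Quantity: 500 CHO-CHOP cells per well | Buffer or medium: F12 plus 10% serum | Compound dosing: 10 µM single point, 0.5% DMSO | Schedule: 6 h compound treatment, 37 °C | Signal: Luciferase luminescence | Control set: Tunicamycin high control, DMSO low control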
697 NFkB inh – inhibitors of PMA/ionomycin-induced NF-kB reporter, 697 cells, primary screen, B-cell NF-kB inhibitor project, cell-based, luminescence, uHTS; 697 B-cell NF-kB luciferase reporter, 16 h; inhibition, % at 4 µM; actives 0.33% (n = 330,000); AID 435022, 2010; in the data active = inhibition above about 35%
* = called active by the depositor; / = no result given. Random draw from the library. About 5% of those tested had a hit in this group.

Start of the data: the first five compounds, ahead of the listing:
[1] O=C(Cn1ccc2cc(S(=O)(=O)N3CCCC3)ccc21)NCc1ccccc1
[2] Cc1cccc(-c2cc(=O)c(C(=O)O)cn2-c2ccc(F)cc2F)c1
[3] COc1ccc(-c2cccc(C(=O)Nc3cccc(C(=O)O)c3)c2)cc1
[4] COc1ccc(/C(C)=N/NC(=O)Cn2nc([N+](=O)[O-])cc2C)cc1
[5] CCCCNC(=O)NS(=O)(=O)c1cnccc1Sc1ccc(Cl)cc1

Assay by compound	1	2	3	4	5
EBI2 antag	12	-2	-10	-4	-17
CXCR6 block	-4	-4	5	9	3
XBP1 UPR activ	0	-1	1	0	0
CCR6 antagonist	-4	7	0	4	-12
Gli-Sufu block	-10	-2	-35	3	5
Jurkat NFkB inh	5	16	-29	12	-10
697 NFkB inh	2	-6	-89	-9	18
Mdm2-MdmX inh	13	21	-28	-1	3
UPR CHOP act	-0.5	2.7	3.9	-0.2	-3.8

The list itself, from the start:
[1] O=C(Cn1ccc2cc(S(=O)(=O)N3CCCC3)ccc21)NCc1ccccc1
[2] Cc1cccc(-c2cc(=O)c(C(=O)O)cn2-c2ccc(F)cc2F)c1
[3] COc1ccc(-c2cccc(C(=O)Nc3cccc(C(=O)O)c3)c2)cc1
[4] COc1ccc(/C(C)=N/NC(=O)Cn2nc([N+](=O)[O-])cc2C)cc1
[5] CCCCNC(=O)NS(=O)(=O)c1cnccc1Sc1ccc(Cl)cc1
[6] CC(C)CCN1CC(C(=O)NCCC2=CCCCC2)CC1=O (stereo unspecified)
[7] O=C(CNC(=O)c1ccccc1C(F)(F)F)N/N=C/c1cccs1
[8] C/C(=C\c1ccccc1)C(=O)NCCCn1ccnc1
[9] CCOc1ccc(NS(=O)(=O)c2ccc(C(=O)NC3CCC(O)CC3)cc2)cc1 (stereo unspecified)
[10] CCCOc1c(Cl)cc(C(=O)Nc2ccc3c(c2)OCO3)cc1OCC

Assay by compound	1	2	3	4	5	6	7	8	9	10
EBI2 antag	12	-2	-10	-4	-17	3	0	0	-7	17
CXCR6 block	-4	-4	5	9	3	-2	-2	-5	4	5
XBP1 UPR activ	0	-1	1	0	0	0	-4	3	-5	0
CCR6 antagonist	-4	7	0	4	-12	16	-1	10	1	7
Gli-Sufu block	-10	-2	-35	3	5	-4	2	1	-7	35
Jurkat NFkB inh	5	16	-29	12	-10	-44	6	8	13	13
697 NFkB inh	2	-6	-89	-9	18	-27	12	-4	10	-5
Mdm2-MdmX inh	13	21	-28	-1	3	-20	4	-1	1	39
UPR CHOP act	-0.5	2.7	3.9	-0.2	-3.8	4.0	-0.1	1.1	-0.7	1.5

[11] CCCCn1cc([N+](=O)[O-])nc1C
[12] Cc1cc(NC(=O)c2c(Cl)cccc2Cl)no1
[13] CCNC(=O)N(C)C[C@H]1N[C@@](C)(C(=O)OC)[C@H]2C(=O)N(C)C(=O)[C@@H]12
[14] O=S(=O)(CCN1CCOCC1)c1ccccc1
[15] COC(=O)CC1=C(C(=O)OC)C(c2cccc(OCC(N)=O)c2)C(C#N)=C(N)O1 (stereo unspecified)
[16] COC(=O)c1c(NC(C)=O)sc(C(=O)Nc2ccccc2C)c1C
[17] CCOC(=O)C1(Cc2ccc(Cl)cc2)CCN(C(=O)CCc2cnccn2)CC1
[18] O=C(CSCc1ccc(Cl)cc1)N/N=C/c1ccco1
[19] CCOc1nc(-c2ccccc2)ccc1-c1noc(COC)n1
[20] O=C1CCCN1c1ccc(S(=O)(=O)Oc2ccc(Cl)cc2)cc1[N+](=O)[O-]

Assay by compound	11	12	13	14	15	16	17	18	19	20
EBI2 antag	-5	-10	4	-8	-1	-3	-4	-2	14	-16
CXCR6 block	5	-3	-1	-1	-5	7	-4	4	6	-16
XBP1 UPR activ	-2	-2	-1	/	-3	-2	-4	1	2	-1
CCR6 antagonist	-8	1	11	10	-1	23	62*	-12	-5	-5
Gli-Sufu block	-2	-3	5	7	-2	-26	6	2	6	-2
Jurkat NFkB inh	0	-15	-25	/	-1	-15	10	8	-12	5
697 NFkB inh	-1	-9	3	/	3	-17	3	13	-12	-44
Mdm2-MdmX inh	-6	26	6	/	12	-20	9	-5	25	5
UPR CHOP act	3.9	1.3	-0.1	/	-1.3	2.8	-0.7	0.6	1.3	-2.0

[21] NS(=O)(=O)c1ccc(NC(=O)Nc2cccc(Cl)c2)cc1
[22] Cc1nc(CC(=O)NNS(=O)(=O)c2ccc(F)c(Cl)c2)cs1
[23] CCN(CC)S(=O)(=O)c1ccc(C)c(NC(=O)Cc2ccc(S(=O)(=O)N3CCOCC3)s2)c1
[24] COc1ccc(/C=N/NC(=O)CN(C)C(=O)OCc2ccccc2)cc1OC
[25] CCOC(=O)Nc1cc2c(c(N)n1)N=C(c1ccccc1)CN2
[26] Nc1c(Cl)cc(S(N)(=O)=O)cc1S(N)(=O)=O
[27] COC(=O)c1sc(NC(=O)c2ccc(C)o2)nc1C
[28] S=c1sc2ccccc2n1CCc1ccncc1
[29] Cc1ccc(NC(=O)C2CCC(=O)N2)cc1C (stereo unspecified)
[30] CC1(C)CC(=O)C2=C(C1)Nc1cc3c(cc1C2c1ccc2c(c1)OCO2)OCO3 (stereo unspecified)

Assay by compound	21	22	23	24	25	26	27	28	29	30
EBI2 antag	3	-11	2	10	-10	2	-9	-4	-3	1
CXCR6 block	-14	-7	-1	3	-2	4	4	7	0	-3
XBP1 UPR activ	0	1	-3	5	/	/	4	2	1	2
CCR6 antagonist	1	-29	15	10	-3	-6	6	0	-5	-1
Gli-Sufu block	-13	-2	15	-6	45	-2	-36	-7	3	-5
Jurkat NFkB inh	-7	3	7	12	/	/	-25	1	-8	-7
697 NFkB inh	21	5	-7	17	/	/	-51	-17	-21	-10
Mdm2-MdmX inh	-10	1	2	34	/	/	-38	13	0	17
UPR CHOP act	1.2	-0.3	-1.4	0.3	/	/	3.8	0.1	0.1	1.3

[31] CCn1c2ccccc2c2cc(C3C(C#N)=C(C)NC(C)=C3C#N)ccc21
[32] Cc1nc2sc(C(N)=O)c(N)c2c2c1CCCC2
[33] CCOC(=O)N1CCN(Cc2nc3cc(NC(=O)CC)ccc3n2C)CC1
[34] COc1ccc(/C=N/NS(C)(=O)=O)c(OC)c1
[35] CC(C)OCC(O)Cn1c(N2CCCC2)nc2c1c(=O)n(C)c(=O)n2C (stereo unspecified)
[36] CC(C)(C)C(=O)NCCc1nc(-c2ccccc2)no1
[37] C[C@H](NS(=O)(=O)c1ccc2c(c1)OCCCO2)C(=O)N1CCN(Cc2ccc(C#N)cc2)CC1
[38] ONC(=Nc1ccccc1)c1ccc(Cl)cc1
[39] CCOc1ccc(CN(C)CC(=O)c2c(N)n(Cc3ccccc3)c(=O)n(CC)c2=O)cc1OC
[40] O=C(C1CCC1)N1CCc2cc(S(=O)(=O)NCCCN3CCCCC3)ccc21

Assay by compound	31	32	33	34	35	36	37	38	39	40
EBI2 antag	19	-9	-1	-6	-4	2	-3	5	-22	-2
CXCR6 block	-4	-12	4	1	-8	0	-2	-9	3	9
XBP1 UPR activ	-3	-3	0	-1	-4	-4	-1	1	-6	-4
CCR6 antagonist	20	-18	3	12	5	3	8	0	11	10
Gli-Sufu block	6	-20	12	7	19	-4	-4	4	1	33
Jurkat NFkB inh	10	-4	-16	-9	11	-1	2	-11	-10	-27
697 NFkB inh	7	-4	-15	14	15	12	3	3	-6	-56
Mdm2-MdmX inh	5	87*	-38	9	10	10	2	29	25	16
UPR CHOP act	0.1	-0.2	-0.9	-1.8	-0.4	-2.4	-0.1	-3.4	-0.6	0.8

[41] Cc1sc(NC(=O)C2C3CCC(C3)C2C(=O)O)c(C(N)=O)c1-c1ccc(C(C)(C)C)cc1 (stereo unspecified)
[42] CCOc1ccc(-n2cnc3sc(C)c(C)c3c2=O)cc1
[43] COCC(=O)Nc1nnc(COc2ccc(Cl)cc2)s1
[44] Cc1csc2ncnc(NCCc3ccccn3)c12
[45] CCc1nc2scc(-c3cccs3)c2c(=O)o1
[46] O=C(NCCc1c[nH]c2ccc(Cl)cc12)c1ccc([N+](=O)[O-])cc1
[47] CCOC(=O)C(C)(C)Sc1nc2c(cnn2-c2ccc(C)cc2)c(=O)[nH]1
[48] COc1ccc(C(C)=O)cc1COc1ccccc1[N+](=O)[O-]
[49] O=C(NC(=S)Nc1ccc(CN2CCOCC2)cc1)c1ccc(-c2ccc(Cl)cc2)o1
[50] CN(C(=O)COC(=O)c1ccccc1OCc1ccc(Cl)cc1)c1c(N)n(Cc2ccccc2)c(=O)[nH]c1=O

Assay by compound	41	42	43	44	45	46	47	48	49	50
EBI2 antag	5	-13	-8	5	2	20	2	0	/	2
CXCR6 block	-2	6	4	-9	-6	-14	1	2	/	3
XBP1 UPR activ	-4	-2	6	-2	-2	-2	1	6	-7	-3
CCR6 antagonist	-7	11	-11	7	-19	15	8	14	21	3
Gli-Sufu block	1	0	16	67*	11	2	-2	-9	11	12
Jurkat NFkB inh	3	-17	6	20	-2	-9	13	22	-17	-4
697 NFkB inh	8	3	8	-4	9	18	4	7	-17	26
Mdm2-MdmX inh	26	12	24	1	13	24	-12	15	26	28
UPR CHOP act	-0.3	0.4	4.7	3.1	-0.6	-1.8	0.7	0.4	-0.7	1.9

Compound activity deposited in PubChem by Sanford-Burnham Center for Chemical Genomics.
